Screens from PubChem.
SENP6 inh – inhibitors of human SENP6 protease; Q9GZR1; Recombinant SENP6 catalytic domain, aminoluciferin luminescence; inhibition, % at 10 µM; actives 1.8% (n = 330,000);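 active = inhibition above about 50% at the single tested dose, limit read from the data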;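 also: plate controls were DMSO wells with enzyme for no effect and DMSO wells lacking enzyme for full effect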
SENP8 block-1 – blocks the human protease SENP8 | Q96LD8 | purified SENP8, Z-RLRGG-aminoluciferin cleavage, luminescence | inhibition, % at 10 µM | actives 1.2% (n = 330,000) | AID 2540; in the data active = inhibition above about 50%
SENP1 FRET inh – blocks the human SENP1 SUMO protease catalytic domain; actives 0.21% (n = 360,000); Q9P0U3; inhibition, % at 10 µM; recombinant SENP1 catalytic domain, CyPet-SUMO1-YPet FRET cleavage;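 active = inhibition at least 30% at 10 µM, raw YFP signal under a set limit, fluorescence ratio 0.5 to 1.5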;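 also: 0% = enzyme with DMSO and 100% = no enzyme wells; some results filed as inactive read as strong as hits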
Target sequence (Q9P0U3 419-644 limits assumed): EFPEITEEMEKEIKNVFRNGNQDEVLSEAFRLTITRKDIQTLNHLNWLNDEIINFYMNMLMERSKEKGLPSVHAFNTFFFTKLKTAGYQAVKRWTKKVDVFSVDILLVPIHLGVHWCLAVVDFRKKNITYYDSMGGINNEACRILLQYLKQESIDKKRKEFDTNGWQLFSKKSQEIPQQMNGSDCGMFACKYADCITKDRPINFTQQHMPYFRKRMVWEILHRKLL
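Material – human SENP1 catalytic domain · Input – SENP1 enzyme, 20 pM final · Compound dosing – single concentration of 10 µM compound, 0.5% DMSO final · Timing – enzyme reaction for 50 min at room temperature, dark · Measured by – FRET fluorescence in CFP and YFP emission channels · Control set – no-enzyme wells low, DMSO-plus-enzyme wells high control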
HKDC1 inh – blocks human hexokinase HKDC1 activity; Q2TB90; recombinant HKDC1, G6PDH/diaphorase resazurin coupled fluorescence; inhibition, % at 20 µM; actives 0.16% (n = 340,000);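 active = inhibition above about 35% when tested at 20 µM, limit read from the data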;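 also: plate controls were DMSO wells with enzyme for no effect and DMSO wells lacking enzyme for full effect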
Target sequence (Q2TB90 whole entry, looked up): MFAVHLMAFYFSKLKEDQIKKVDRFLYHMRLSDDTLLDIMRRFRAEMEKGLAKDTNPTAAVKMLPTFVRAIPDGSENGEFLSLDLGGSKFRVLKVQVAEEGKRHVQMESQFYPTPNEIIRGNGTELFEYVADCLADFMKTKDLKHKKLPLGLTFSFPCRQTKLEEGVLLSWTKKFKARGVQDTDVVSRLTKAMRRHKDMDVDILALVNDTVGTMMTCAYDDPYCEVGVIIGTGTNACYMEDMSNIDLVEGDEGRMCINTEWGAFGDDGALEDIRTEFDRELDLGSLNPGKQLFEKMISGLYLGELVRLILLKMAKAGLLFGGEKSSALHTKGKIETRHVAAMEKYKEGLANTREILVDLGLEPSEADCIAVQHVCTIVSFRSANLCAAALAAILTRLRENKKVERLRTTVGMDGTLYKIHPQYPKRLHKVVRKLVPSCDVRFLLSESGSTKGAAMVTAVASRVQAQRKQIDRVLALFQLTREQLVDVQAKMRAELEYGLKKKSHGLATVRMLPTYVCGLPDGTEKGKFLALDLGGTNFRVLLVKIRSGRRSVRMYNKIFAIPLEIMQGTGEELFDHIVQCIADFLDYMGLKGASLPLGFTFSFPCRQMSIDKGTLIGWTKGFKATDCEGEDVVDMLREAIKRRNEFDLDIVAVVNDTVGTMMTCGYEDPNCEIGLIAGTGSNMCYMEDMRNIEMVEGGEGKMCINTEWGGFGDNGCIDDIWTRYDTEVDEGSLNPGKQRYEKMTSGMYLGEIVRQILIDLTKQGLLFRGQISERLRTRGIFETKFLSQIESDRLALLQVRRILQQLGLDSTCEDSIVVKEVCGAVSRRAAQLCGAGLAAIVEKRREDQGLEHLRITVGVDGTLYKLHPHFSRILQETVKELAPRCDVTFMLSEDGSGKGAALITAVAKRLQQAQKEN
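Incubation: 90 min at room temperature in dark / Material: recombinant HKDC1 (HK5) hexokinase enzyme, produced in-house / Quantity: enzyme 5 µg/mL final / Compound: one dose of 20 µM, 1% DMSO / Reagent: glucose and ATP substrates / Buffer or medium: Tris pH 8.0 buffer with MgCl2, Tween-20, BSA, BME / Technique: resorufin fluorescence at 613 nm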
SENP8 block-2 – inhibitors of human SENP8 protease. Q96LD8. recombinant SENP8, Nedd8 substrate fluorescence. inhibition, % at 20 µM. actives 0.64% (n = 360,000). AID 602440; in the data active = inhibition mostly above about 40%, no sharp cut-off; inactive = mostly below about 27%
PfGluPho inh – PfG6PD (Plasmodium falciparum) enzyme inhibition; inhibition, % at 20 µM; PfGluPho enzyme, NADPH resazurin-diaphorase fluorescence; actives 0.78% (n = 350,000); AID 504690;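 active = inhibition reaching at least a set limit at 20 µM in the primary screen, cut at about 59% in these data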;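 also: 0% = DMSO wells with substrate and 100% = DMSO wells lacking glucose-6-phosphate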
SENP7 block – SENP7 protease inhibition | inhibition, % at 5 µM | AID 434973 | recombinant SENP7, Z-RLRGG-aminoluciferin luminescence, 40 min | Q9BQF6 | actives 1.5% (n = 330,000);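 active = inhibition above about 50% at the single test dose, limit read from the data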;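 also: plate controls were DMSO with enzyme for no effect and no enzyme buffer wells for full effect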
beta cell repl – MIN6 beta-cell proliferation induction; MIN6 cells proliferation, ATPlite luminescence, 48 h; cells starved in 0.2% serum; 100% = growth in 10% serum; actives 0.29% (n = 330,000); AID 2380; proliferation, % at 10 µM;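 active = compounds whose signal lies at least 3.5 SD above the mean of all wells on their plate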;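 also: 0% = DMSO-treated cells in low-serum medium and 100% = 10% serum control; some compounds called inactive have numbers as strong as hits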
UBC13 polyUb – blocks human UBC13 polyubiquitin chain formation | actives 0.47% (n = 330,000) | P61088 | AID 485273 | inhibition, % at 20 µM | TR-FRET; in the data active = inhibition above about 45%, passing the limit was not always enough; inconclusive = no clear call, values can overlap the other calls
* = called active by the depositor; ? = inconclusive; . = no result given.

No.	smiles	SENP6 inh	SENP8 block-1	SENP1 FRET inh	HKDC1 inh	SENP8 block-2	PfGluPho inh	SENP7 block	beta cell repl	UBC13 polyUb
1	Cc1ccc(OCC(=O)NC2=NCCS2)cc1	9	-11	2	-9	26	3	-10	-1	-5
2	CCOC(=O)CC1C(=O)NCCN1S(=O)(=O)c1ccc(Cl)c(Cl)c1 (stereo not given)	-10	0	-1	-3	24	-1	-8	0	-1
3	COC(=O)CC1COc2ccccc2N1C(=O)/C=C/c1ccccc1 (stereo not given)	-8	-3	-2	-2	21	13	-1	-1	0
4	Cc1ccc(NC(=O)COC(=O)/C=C/c2c(C)nn(-c3ccc(F)cc3)c2Cl)cc1F	10	4	0	-2	30	-15	3	0	-4
5	CCOC(=O)C1=C(CC)Nc2ccccc2N/C1=N\S(=O)(=O)c1ccccc1F	-10	-6	2	-6	-2	-11	-6	6	-6
6	CC(=O)CSc1nnc2c3ccccc3nc(C(C)(C)C)n12	-8	-10	0	-9	4	-14	-7	1	-12
7	CC(=O)N1CCc2cc(S(=O)(=O)CCC(=O)NCCc3ccc(Cl)cc3)ccc21	-11	3	-1	-2	16	-3	4	1	5
8	C/C=C(\C)C(=O)NCCN1C2=NC[C@@H](Cc3ccccc3)N2C[C@@H]1Cc1ccc(OC)cc1	1	-10	-2	-2	14	-4	-3	-4	31
9	Cc1ccc(S(=O)(=O)N2CCC[C@H]2C(=O)OCC(=O)Nc2ccc3c(c2)OCO3)cc1	-8	-2	-1	7	5	20	2	0	4
10	CC1(C)CC(C(=O)Nc2nccs2)CCO1 (stereo not given)	4	-2	4	-6	19	-18	-3	-3	3
11	CCCCn1c(N)c(N(CC)C(=O)c2ccc(Cl)c(Cl)c2)c(=O)[nH]c1=O	-16	4	1	-2	9	-8	0	-2	7
12	O=C(CNc1ccccc1N1CCCC1=O)Nc1cc(Cl)ccc1-n1cncn1	-6	-4	1	-1	12	-14	0	-1	-1
13	C/C(=N\NC(=O)c1nn(C)c(C)c1Br)c1ccc(NC(=O)c2ccoc2C)cc1	41	-7	2	-4	-8	20	60*	0	-22
14	COc1cccc(C(=O)OCC(=O)Nc2ccc3c(c2)OCCO3)c1	-17	-5	-1	0	10	1	10	0	14
15	CCN1C(=O)/C(=C2/C=CC=CN2C)SC1=S	9	0	0	-1	16	-4	1	-2	-68
16	COc1ccc(OCc2cc(C(=O)N(C)Cc3cc(C)no3)no2)c(Cl)c1	11	-5	-1	-2	4	-3	5	2	9
17	O=S(=O)(Oc1ccccc1N1CCCCC1)c1ccccc1	-29	-4	0	5	20	36	-8	-4	-3
18	Cc1ccc(S(=O)(=O)N2CCN(S(=O)(=O)N(C)C)CC2)c(C)c1	4	-11	1	-6	20	-4	2	1	6
19	CC(C)CCNC(=O)c1ccc(CSCc2cccc(F)c2)o1	1	2	2	-4	15	-7	7	-4	9
20	Nn1c(Cc2cccc3ccccc23)nnc1SCc1ccccc1	-7	-8	0	7	11	5	-4	0	-5
21	CCOCCCNC(=O)C1CCN(S(=O)(=O)N2CC(C)CC(C)C2)CC1 (stereo not given)	-2	1	2	-6	11	-27	8	-2	3
22	Cn1nc(NC(=O)CC(C)(C)CC(=O)O)c2ccccc21	-17	-3	-1	-4	9	-3	2	-2	4
23	Cc1cc(C(=O)CN2CCN(CC(=O)Nc3ccc(F)cc3)CC2)c(C)n1C1CC1	-4	-11	-1	-4	19	4	-12	-3	-5
24	O=C(CSc1n[nH]c(-c2cccs2)n1)N1CCN(S(=O)(=O)c2ccccc2)CC1	-3	-5	-2	7	-5	-3	0	-1	-13
25	Cc1ccc(C(=O)N2CCC3(CC2)NCCc2[nH]cnc23)cc1	-11	-9	-1	9	13	-5	6	4	6
26	COc1ccc(Br)cc1/C=C(\C(=O)O)c1ccc(S(=O)(=O)N2CCCC2)s1	-2	4	-2	4	-175	-28	-4	-4	-13
27	CC(C)c1ccc(NC(=O)CCNC(=O)Cn2cnc3ccccc3c2=O)cc1	-12	-6	1	6	24	2	6	2	8
28	CCc1c(C)c2ccc(OCC(=O)OC)cc2oc1=O	-19	-11	2	-6	-370	9	1	-5	18
29	CCCC/C(C)=N/NC(=O)C(=O)NCCc1ccccc1	-17	-6	3	-9	26	1	10	0	-2
30	CC(C)Oc1ccc(C(CC(=O)N2CCOCC2)C(C)C)cc1 (stereo not given)	2	-6	2	0	15	-2	6	0	2
31	Cc1ccc(S(=O)(=O)N(CC(=O)Nc2cc(C)ccc2C)C(=O)N2CCN(C)CC2)cc1	-1	9	4	-5	4	2	-3	4	0
32	CN(C)C(=O)CSc1nnc(-c2cccnc2)n1-c1ccccc1	8	9	0	-9	9	-4	0	-1	4
33	CN1CCc2c(sc3nc(SCC(=O)N4CCOCC4)nc(N)c23)C1	26	7	-61	5	-492	12	-1	-1	1
34	Cc1ccc(CCNC(=O)c2ccc3nc4ccc(Cl)cc4c(=O)n3c2)cc1	-20	-6	-25	0	-274	-1	-2	-1	3
35	COc1ccccc1N1CCN(C(=O)CC(NC(=O)c2ccccc2Cl)c2ccccc2)CC1 (stereo not given)	-12	0	-2	-1	9	1	-4	5	-1
36	CCC[C@@H](CN1CCC[C@H]1CN1C(N)=NC[C@H]1CC(C)C)N1C[C@@H](Cc2ccccc2)N(CCCC2CCCC2)C1=N	12	-1	0	-2	12	-3	-4	-1	77*

As a short view, part of the list above:
No.	smiles	SENP6 inh	SENP8 block-1	SENP1 FRET inh	HKDC1 inh	SENP8 block-2	PfGluPho inh	SENP7 block	beta cell repl	UBC13 polyUb
35	COc1ccccc1N1CCN(C(=O)CC(NC(=O)c2ccccc2Cl)c2ccccc2)CC1 (stereo not given)	-12	0	-2	-1	9	1	-4	5	-1
36	CCC[C@@H](CN1CCC[C@H]1CN1C(N)=NC[C@H]1CC(C)C)N1C[C@@H](Cc2ccccc2)N(CCCC2CCCC2)C1=N	12	-1	0	-2	12	-3	-4	-1	77*

Remaining list, next part:
No.	smiles	SENP6 inh	SENP8 block-1	SENP1 FRET inh	HKDC1 inh	SENP8 block-2	PfGluPho inh	SENP7 block	beta cell repl	UBC13 polyUb
37	O=C1C(Cc2ccccc2)NC(=S)N1c1ccccc1 (stereo not given)	4	-5	1	-8	13	-5	7	-1	0
38	COc1ccc(/C(C)=N/NC(=O)c2cccc(S(=O)(=O)N3CCCC3)c2)c(O)c1	0	11	-31	.	-192	.	2	-7	5
39	COc1ccc(CCNC(=O)C/C(C)=N/NC(=O)COc2ccc(C)cc2Br)cc1OC	-15	-2	1	-5	8	-6	-4	0	5
40	Cc1nonc1NC(=O)CSc1nc2c(C)cccc2cc1C#N	-9	-7	9	14	-37	-3	4	-2	4
41	CC(=O)Nc1nn(C)c2nc3cc(C)ccc3cc12	4	2	-17	7	-460	4	-3	-2	?
42	O=C1CCCN1CC(CN1CCOCC1)Sc1nc2ccccc2c(=O)n1-c1ccccc1 (stereo not given)	.	.	2	-2	3	-7	.	.	.
43	CC(=O)c1cn(CC(=O)Nc2ccccc2C(F)(F)F)c2ccccc12	15	4	2	-4	19	7	7	1	-8
44	COc1ccc2c(c1)C(CC(=O)NN)CCC2 (stereo not given)	.	.	0	4	12	-6	.	.	.
45	COc1ccc(C(=O)NC2CCCCCCC2)cc1OC	-2	-2	-1	-5	23	3	-1	-1	8
46	COc1ccc(CCNC(=O)Nc2ccccc2[N+](=O)[O-])cc1	15	20	3	-4	17	2	31	-3	3
47	CCOC(=O)c1nn(-c2ccc(Cl)cc2Cl)c(=N)c(C#N)c1C	23	24	.	.	.	.	7	-4	-25
48	COc1ccc(C(=O)N2CCN(c3nc(C4CC4)nc4sc(C)c(C)c34)CC2)cc1	-12	0	-2	-1	2	-1	-2	-4	9
49	COc1cc(/C=C2/SC(=S)NC2=O)ccc1OS(=O)(=O)c1ccc(C)cc1	-3	8	6	8	20	23	5	-6	-21
50	Cc1ccc(-c2cnc(NC(=O)CCC(=O)N(C)Cc3ccccc3)n2C)cc1	-4	0	0	-3	23	3	-3	-5	6
51	CC(C)CCSc1nc2ccccc2[nH]1	48	34	2	13	8	25	44	-2	-6
52	Cc1ccc(S(=O)(=O)N2CCOCC2)cc1C(=O)OC(C)C(=O)NC1CCCC1 (stereo not given)	-2	1	1	0	1	7	9	-3	8
53	NC(=O)CSc1nnc2n(N)c(=O)c3ccccc3n12	6	3	1	2	8	-13	12	-2	23
54	CC(C)(C)c1nc(SCC(=O)c2ccccc2)c2ccccc2n1	-34	-4	-55	-4	-10	12	5	-6	13
55	CCn1c(SCC(=O)Nc2ccc(S(N)(=O)=O)cc2)nnc1-c1ccccc1OC	3	-3	0	-7	1	-7	9	-3	1
56	CC(=O)Oc1ccc2c(C)c(CC(=O)N3CCN(C(=O)C4COc5ccccc5O4)CC3)c(=O)oc2c1C (stereo not given)	-13	-14	-30	3	-390	0	9	-5	9
57	COC(=O)COc1cccc(NC(=O)c2ccc(C)cc2)c1	11	-11	3	-4	-3	10	0	-3	7
58	O=C(CCc1ccc(S(=O)(=O)N2CCOCC2)cc1)OCC(=O)c1ccccc1F	-4	-6	1	-4	0	0	-5	-4	-3
59	COc1ccc(CN2CCCN(S(=O)(=O)c3ccc(Br)cc3)CC2)cc1	-38	-6	0	-2	6	8	-5	1	5
60	CCOc1cc(CNc2ccc3c(c2)OCCO3)cc(Br)c1OC	12	-1	-5	6	-7	37	1	-2	-5
61	CCCn1c(N)c(C(=O)CSc2nc3ccccc3c(=O)n2-c2ccc(OC)cc2)c(=O)[nH]c1=O	-17	-2	-4	-7	0	-12	-5	-1	11
62	CCN(CC(=O)Nc1ccc(OC)cc1)C(=O)c1ccc(OCc2c(C)noc2C)cc1	.	.	-1	-7	-30	-2	.	.	.
63	COc1ccccc1NC(=O)Nc1ccc(C(=O)N2CCCCC2)cc1	96*	91*	0	0	11	-10	97*	-3	13
64	CCOC(=O)c1sc(N)c(C#N)c1CSc1nc2ccc(OCC)cc2[nH]1	2	0	-4	2	13	13	3	-3	-2
65	Fc1ccc(N2CCN(c3nc(-c4ccco4)cc(C(F)(F)F)n3)CC2)cc1	10	1	3	5	-7	30	0	-6	-3
66	O=C(CSc1nnc(-c2ccccc2Br)o1)Nc1cccc2ccccc12	6	-3	1	5	-2	10	6	1	5
67	CCOc1ccc(N(CC(=O)Nc2cccc(C)c2C)S(=O)(=O)c2c(C)[nH]c(=O)[nH]c2=O)cc1	-1	-7	3	-9	22	-14	1	-2	-1
68	CC1CCCC(NC(=O)CN2C(=O)NC(c3ccccc3)(c3ccccc3)C2=O)C1C (stereo not given)	-9	13	1	-3	3	1	3	-5	6
69	CCc1nnc(N/N=C/c2ccccc2F)n1N	-11	-1	0	11	17	23	0	-1	-10
70	CC(=O)NNC(=O)N1Cc2ccccc2Oc2ccc(Cl)cc21	4	-1	2	-8	-6	10	10	2	2
71	O=C(CN1CCCN(S(=O)(=O)c2ccc(F)cc2)CC1)Nc1ccccc1Br	13	8	3	-4	25	1	12	-1	7
72	Cc1ccccc1-n1nc(C)c(N=O)c1N	-8	-6	1	-9	16	7	4	0	-8
73	COc1ccc(CNC(=O)CCCn2nc([N+](=O)[O-])cc2C)cc1	-26	3	-1	-5	12	-4	5	4	-4
74	CC(C)(C)c1ccc(S(=O)(=O)N2CCN(C(=O)c3ccc4c(c3)C(=O)N(Cc3ccncc3)C4=O)CC2)cc1	-9	4	0	-6	9	-18	-12	-2	6
75	O=c1cc(N2CCCCC2)nc2n1CCCS2	-16	-9	-1	5	3	-16	-14	2	-5
76	COc1cc(/C=N/n2nnnc2N)ccc1OC(C)C	20	-1	1	4	-174	-6	5	0	9
